# Scp1 inh: Scp-1 phosphatase inhibitors, primary screen, biochemical, colorimetric, uHTS; Recombinant Scp1, phosphopeptide, malachite green phosphate absorbance; inhibition, % at 20 µM; 340,000 compounds, 0.88% hits;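 active means inhibition above about 50% at 20 µM, limit read from the data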;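 further: plate controls were DMSO wells with enzyme for no effect and wells lacking enzyme for full effect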
#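 System: SCP-1 catalytic domain; Reagent: Phospho 17-mer peptide substrate; Doses: one concentration, 20 µM, with 1.0% DMSO; Incubation: 45 min room-temperature reaction, 5 min colour, 30 min stabiliser; Signal: Phosphate-binding colour reagent, absorbance read at 630 nm.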
# NRP1-CendR mod: modulators of CendR peptide binding to NRP-1, primary screen, biochemical, fluorescence polarization, uHTS; FAM-RPARPAR peptide binding to NRP-1; inhibition, % at 25 µM; 360,000 compounds, 0.85% hits;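 active means inhibition or corrected inhibition above about 18%, plus a signal ratio from 0.5 to 1.5, limit read from the data, passing the limit was not always enough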; further: strong numbers were not always called active
# STEP inh: STEP phosphatase inhibitors, primary screen, biochemical, fluorescence intensity, uHTS. Tyrosine-protein phosphatase non-receptor type 5 (Homo sapiens), P54829. recombinant STEP, OMFP fluorogenic substrate. inhibition, % at 20 µM. 360,000 compounds, 0.25% hits. AID 588621, 2011;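 active means inhibition at 20 µM, scaled per plate between control wells, above about 37%, limit read from the data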;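 further: 0% = DMSO with enzyme and substrate and 100% = substrate only without enzyme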
#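 Test system: STEP tyrosine phosphatase / Reagent: OMFP at 25 µM / Doses: 20 µM, 1% DMSO / Read-out: percent inhibition scaled to no-enzyme and uninhibited-enzyme controls, plate-pattern corrected / Detection: FITC-channel fluorescence of OMFP product / Medium: Bis-Tris buffer pH 6.0, 2.5 mM DTT, 0.005% Tween 20 / Schedule: 20 min at room temperature, dark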
# SKN-1 inh: suppressors of acrylamide-induced Pgst-4::GFP reporter in worms, primary screen, SKN-1 inhibitor project, whole organism, uHTS, GFP/RFP fluorescence ratio, strain VP596. C. elegans VP596 Pgst-4::GFP/RFP ratio, 24 h. inhibition, % at 21.8 µM. 360,000 compounds, 0.49% hits. AID 624304, 2012;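 active means interference check ratio from 0.5 to 1.5 plus GFP to RFP signal ratio inhibition reaching or exceeding a fixed threshold, cut at about 30% in these data, passing the limit was not always enough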; further: some compounds called inactive have numbers as strong as hits
# DNMT1 inh: human DNMT1 methyltransferase inhibitors, primary screen, biochemical, molecular beacon, fluorescence, HinP1I cleavage, uHTS; 360,000 compounds, 0.83% hits; inhibition (reported as % activation of signal), % at 10 µM; AID 588458, 2011; DNA (cytosine-5)-methyltransferase 1 (Homo sapiens), P26358; in the data active means inhibition above about 50%
# Target sequence (P26358 504-1616 limits assumed): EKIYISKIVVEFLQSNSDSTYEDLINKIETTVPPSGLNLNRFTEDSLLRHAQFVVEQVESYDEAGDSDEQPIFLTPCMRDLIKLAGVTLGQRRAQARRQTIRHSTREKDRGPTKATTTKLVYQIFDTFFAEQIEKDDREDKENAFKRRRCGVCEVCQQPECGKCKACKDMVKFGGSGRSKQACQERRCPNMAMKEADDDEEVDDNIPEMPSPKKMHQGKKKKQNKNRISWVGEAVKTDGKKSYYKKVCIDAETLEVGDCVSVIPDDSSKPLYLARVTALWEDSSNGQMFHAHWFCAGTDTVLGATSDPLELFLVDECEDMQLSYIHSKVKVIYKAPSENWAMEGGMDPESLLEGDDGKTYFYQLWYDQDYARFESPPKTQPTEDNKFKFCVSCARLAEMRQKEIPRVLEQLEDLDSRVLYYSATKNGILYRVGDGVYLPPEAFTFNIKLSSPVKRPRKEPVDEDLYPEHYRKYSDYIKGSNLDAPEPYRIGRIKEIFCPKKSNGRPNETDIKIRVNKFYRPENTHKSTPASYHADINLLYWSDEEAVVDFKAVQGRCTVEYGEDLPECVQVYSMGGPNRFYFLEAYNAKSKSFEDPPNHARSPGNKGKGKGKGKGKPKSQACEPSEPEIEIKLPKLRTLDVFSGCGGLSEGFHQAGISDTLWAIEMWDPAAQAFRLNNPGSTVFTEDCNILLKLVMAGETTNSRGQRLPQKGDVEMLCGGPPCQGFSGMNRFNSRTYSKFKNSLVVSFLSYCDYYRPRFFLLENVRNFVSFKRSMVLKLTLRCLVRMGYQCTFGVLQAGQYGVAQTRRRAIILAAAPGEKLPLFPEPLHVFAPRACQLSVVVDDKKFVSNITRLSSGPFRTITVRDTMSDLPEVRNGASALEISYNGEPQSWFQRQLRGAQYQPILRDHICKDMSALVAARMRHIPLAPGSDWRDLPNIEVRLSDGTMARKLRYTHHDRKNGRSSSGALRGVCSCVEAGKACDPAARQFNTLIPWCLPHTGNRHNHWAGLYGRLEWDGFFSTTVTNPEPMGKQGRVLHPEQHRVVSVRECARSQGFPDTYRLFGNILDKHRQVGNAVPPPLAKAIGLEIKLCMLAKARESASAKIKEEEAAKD
# NadD block: inhibitors of S. aureus NadD, primary screen, biochemical, colorimetric, uHTS. 360,000 compounds, 0.78% hits. Nicotinate-nucleotide adenylyltransferase NadD (Staphylococcus aureus N315). purified NadD enzyme, colorimetric absorbance read-out. AID 602399, 2012. inhibition, % at 20 µM; in the data active means inhibition above about 26%; further: some compounds past the cut are filed as inactive
# LMPTP block: LMPTP phosphatase inhibitors, primary screen, biochemical, fluorescence intensity, uHTS | Low molecular weight phosphotyrosine protein phosphatase (Homo sapiens), P24666 | recombinant LMPTP-A, OMFP fluorogenic substrate | inhibition, % at 20 µM | 360,000 compounds, 0.22% hits | AID 651560, 2012;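 active means compounds that cut the enzyme signal by at least half of the control window in the single-dose screen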;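 further: plate controls were DMSO wells with enzyme plus substrate for no effect and substrate without enzyme for full effect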
#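 Test system: LMPTP-A phosphatase enzyme; input: 0.625 nM LMPTP-A final; reagent: OMFP substrate, 400 µM final; compound dosing: 20 µM single dose, 3% DMSO; incubation: 50 min dark incubation at room temperature; measured by: endpoint fluorescence intensity from OMFP dephosphorylation; measure: % inhibition relative to no-enzyme and uninhibited control wells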
# SUMO1 PPI mod: modulators of SUMO1 protein-protein interactions, primary screen, biochemical, uHTS; SUMO1 binding to a labelled peptide, TR-FRET, 1 h; 360,000 compounds, 0.33% hits; inhibition, % at 20 µM; in the data active means inhibition above about 37%
# Tb MetRS inh: T. brucei MetRS inhibitors, primary screen, biochemical, luminescence. 360,000 compounds, 0.4% hits. AID 624268, 2012. inhibition, % at 11.9 µM. purified T. brucei MetRS, ATP depletion, Kinase-Glo luminescence. methionyl-tRNA synthetase (Trypanosoma brucei brucei);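 active means inhibition above a per-plate cutoff of the control wells' mean inhibition plus 3 SD, cut at about 5.5% in these data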;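 further: 0% = DMSO wells median and 100% = median of wells with control inhibitor compound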
#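 System: purified T. brucei MetRS enzyme / Detection: Kinase-Glo luciferase luminescence reporting remaining unconsumed ATP / Medium: HEPES buffer with MgCl2, KCl, DTT, spermine, BSA, pyrophosphatase / Replication: singlicate, one well per compound / Evaluation: percent inhibition relative to median high and low control wells / Schedule: 2 h aminoacylation at 25 °C after 15 min preincubation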
# Neddylation inh: inhibitors of cullin neddylation, primary screen, biochemical, TR-FRET, uHTS, NAE and Ubc12; NEDD8-conjugating enzyme Ubc12 (Homo sapiens) + NEDD8-activating enzyme E1 regulatory …; calls only at 25 µM; 360,000 compounds, 0.58% hits; in the data active means inhibition above about 36%
# Active calls of the source: *; i = inactive; nt = not tested or not shown.
SMILES,Scp1 inh,NRP1-CendR mod,STEP inh,SKN-1 inh,DNMT1 inh,NadD block,LMPTP block,SUMO1 PPI mod,Tb MetRS inh,Neddylation inh
O=C(NCCCn1ccnc1)C1c2ccccc2Oc2ccccc21,-1,2,-1,-37,5,2,-0.7,2,-1.2,i
COC(=O)c1sc(S(=O)(=O)NCc2ccccc2)c(C(=O)OC)c1C,-4,-5,-2,1,3,-6,1.5,-2,-1.3,i
CCCNC(=O)C1(C)CCN(C(=O)COc2ccc(Cl)cc2Cl)C1 (stereo unspecified),nt,-3,0,11,2,3,-0.3,3,0.0,i
Cc1ccc(-c2cc(N)nc(-c3ccccc3)c2)cc1,7,16,-2,18,2,-5,4.2,1,0.4,i
COc1ccc(CCNS(=O)(=O)c2ccc(-c3ccc(=O)[nH]n3)o2)cc1OC,-6,10,2,3,0,3,0.9,-19,0.0,i
Cc1cc(C)c2c(N)c(C(=O)NCC3CCCCC3)sc2n1,-3,-28,0,11,-8,3,18,-4,-1.0,i
CCOc1ccc(N2C(=O)CC(SCc3nc4ccccc4[nH]3)C2=O)cc1 (stereo unspecified),-4,-2,0,0,-3,0,0.9,1,1.6,i
CCn1ccc(C(=O)Nc2cccc(Cl)c2)n1,-7,0,-3,14,12,-5,1.6,1,-0.7,i
O=C(c1cc2cc(Cl)ccc2oc1=O)N1CCOCC1,3,3,0,-30,-1,0,-0.7,-2,0.0,i
CCOc1ccc2nc(NC(=O)C3CCN(c4cnccn4)CC3)sc2c1,5,10,-1,-13,-2,3,0.4,4,-1.6,nt
Cc1cc(=O)[nH]c(/N=C(\N)Nc2cccc3ccccc23)n1,-3,-4,1,-7,5,3,0.1,-7,-0.2,i
COc1ccc(NC(=O)C2CCN(S(=O)(=O)c3ccc(Cl)c(C(F)(F)F)c3)CC2)cn1,nt,-22,0,-11,0,6,-1.6,2,-0.4,i
O=C(COC(=O)C12CC3CC(CC(Br)(C3)C1)C2)N1CCOCC1,-2,20,1,-14,9,1,-1.3,4,-0.6,i
Cc1ccc(Cn2c(SCCN3CCCCC3)nc3c2c(=O)n(C)c(=O)n3C)cc1,0,-4,1,4,0,-2,-0.3,2,-1.0,i
CC1Cc2ccccc2N1CC(=O)Nc1ccc2c(c1)OC(F)(F)O2 (stereo unspecified),-4,-4,1,-16,-12,13,2.3,1,-0.1,i
O=C(COc1ccccc1)N1CCN=C1SCc1ccccc1,-5,-2,2,3,-4,-6,-2.3,0,0.7,i
CCCn1c(N2CCC(Cc3ccccc3)CC2)nc2c1c(=O)[nH]c(=O)n2C,-5,-8,3,-29,0,4,-1.6,-2,-1.8,i
O=C(COC(=O)CCc1ccccc1)NC12CC3CC(CC(C3)C1)C2,1,2,-2,-8,6,-9,-1.1,1,-1.0,i
Cc1ccc(C(=O)NCCc2nnc3ccc(SCC(=O)N4CCCC4)nn23)cc1,-7,16,2,-8,2,2,-1.3,-3,0.6,i
CCN(CC)S(=O)(=O)c1ccc(C(=O)/C=C/c2ccc(-c3ccc([N+](=O)[O-])cc3)o2)cc1,-27,-27,4,14,17,52*,5.0,-11,-0.2,i
CCN(CC)Cc1csc(C(N)=O)c1,-1,8,0,-11,-3,4,-1.9,-2,-0.1,i
CCOc1ccccc1NC(=O)CCc1ccc(C)o1,-9,8,0,9,-8,5,0.1,0,-1.0,i
CC(C)CNC(=O)C1CCN(S(=O)(=O)c2ccc3c(c2)OCCO3)CC1,-7,-8,-1,11,2,-4,-1.3,1,0.3,i
CCc1ccccc1NC(=O)CNC(=O)CCNC(=O)Nc1ccccc1,-6,7,1,-6,5,1,0.1,1,-0.1,i
N/C(=N\N=C\c1ccco1)SC1CC(=O)N(c2ccccc2)C1=O (stereo unspecified),2,4,3,2,-1,-1,-1.0,-3,-0.2,i
CC/C(=C\c1ccc(N(C)C)cc1)c1ccncc1,-8,-2,3,67*,4,-6,-1.1,-9,-0.4,i
O=C(N/N=C\C=C\c1ccco1)c1cncc(Br)c1,5,-14,-1,-2,5,4,0.0,-8,2.2,i
O=C1NCCCCC1NS(=O)(=O)c1ccccc1 (stereo unspecified),-7,5,0,-12,10,-3,2.7,4,-1.9,i
O=C(CSc1nnnn1-c1ccccc1)N1CCCc2ccccc21,-13,8,0,15,-1,0,1.0,-2,-0.1,i
O=C(CSc1nnc(-c2ccncc2)n1Cc1ccco1)Nc1nc(-c2ccccc2)cs1,-2,-6,0,19,-5,14,2.1,2,0.0,i
COC(=O)Nc1ccc(S(=O)(=O)N2c3ccccc3CCC2C)cc1 (stereo unspecified),-10,21,-2,2,-5,-10,1.3,3,0.0,i
CCCCc1nnc(NC(=O)CSCc2cc(=O)n3cc(C)sc3n2)s1,-1,13,0,-25,1,-5,-0.6,1,-0.2,i
COc1ccc(/C(C)=N/NC(=O)c2ccc3nc[nH]c3c2)cc1,-2,5,0,13,-1,3,0.1,-1,-0.1,i
COc1ccc(C(CCNCc2ccc(OC(C)C)cc2)C(C)C)cc1 (stereo unspecified),12,7,2,2,-1,9,-0.8,-12,-0.6,i
COc1ccc(C2=NN(S(=O)(=O)c3ccccc3)C(c3ccccc3)C2)cc1 (stereo unspecified),-20,20,-1,-17,-1,-8,2.2,1,-0.5,i
O=C(Nc1ccc(Cl)cc1)C1CC(=O)n2c(nc3ccccc32)N1 (stereo unspecified),-1,1,-1,-9,6,1,0.3,3,4.2,i
COc1cccc(/C=C2\SC(=O)N(CCC(=O)N3CCC(C(=O)O)CC3)C2=O)c1,-2,-10,1,-2,0,-1,-2.3,-23,0.1,i
CCOC(=O)c1c(C2COc3ccccc3O2)csc1NC(=O)c1ccco1 (stereo unspecified),-8,3,11,18,-8,2,8.3,-4,-0.1,i
COc1ccc(CCNS(=O)(=O)c2cccc3cccnc23)cc1OC,-4,-1,-2,0,1,-8,-0.8,-1,0.0,i
CCOc1ccc(-n2cc(-c3ccccc3)c3c(SC(C)C(=O)OC)ncnc32)cc1 (stereo unspecified),3,-3,0,-1,1,0,3.1,2,-0.2,i

# Pulled by structure from the list above:
SMILES,Scp1 inh,NRP1-CendR mod,STEP inh,SKN-1 inh,DNMT1 inh,NadD block,LMPTP block,SUMO1 PPI mod,Tb MetRS inh,Neddylation inh
O=C(Nc1ccc(Cl)cc1)C1CC(=O)n2c(nc3ccccc32)N1 (stereo unspecified),-1,1,-1,-9,6,1,0.3,3,4.2,i
COc1ccc(C(CCNCc2ccc(OC(C)C)cc2)C(C)C)cc1 (stereo unspecified),12,7,2,2,-1,9,-0.8,-12,-0.6,i
CCOc1ccccc1NC(=O)CCc1ccc(C)o1,-9,8,0,9,-8,5,0.1,0,-1.0,i
O=C(CSc1nnnn1-c1ccccc1)N1CCCc2ccccc21,-13,8,0,15,-1,0,1.0,-2,-0.1,i
CCOc1ccc(-n2cc(-c3ccccc3)c3c(SC(C)C(=O)OC)ncnc32)cc1 (stereo unspecified),3,-3,0,-1,1,0,3.1,2,-0.2,i

# Next section.
SMILES,Scp1 inh,NRP1-CendR mod,STEP inh,SKN-1 inh,DNMT1 inh,NadD block,LMPTP block,SUMO1 PPI mod,Tb MetRS inh,Neddylation inh
Cc1ccc(C)c(C(=O)Nc2ccncc2)c1,78*,-3,0,7,1,-1,-2.8,1,-0.5,i
COc1ccc(-c2ccc(C(=O)NCC3CC3)c3occc23)c(C)c1,nt,-9,0,14,0,-5,2.6,1,-0.3,nt
CC(Sc1ccsc1[N+](=O)[O-])C(=O)N1CCN(c2ccccn2)CC1 (stereo unspecified),-2,-2,10,6,6,2,5.4,-9,-0.2,i
O=C(CCS(=O)(=O)Cc1ccccc1)N1CCN(c2ccccc2)CC1,-6,-13,-2,1,-2,-4,-0.3,1,-1.3,i
Cc1cc(C)c(OCC(=O)NCC(c2ccco2)N2CCCCC2)c(C)c1 (stereo unspecified),-6,-4,2,4,0,-4,-0.5,0,-0.1,i
O=C1c2ccccc2C(=O)C1c1ccccc1,-6,-14,2,3,-1,-3,1.4,-2,-1.3,i
CCCCN(C)CC(O)Cn1cc(/C=C/C(=O)c2cccs2)c2ccccc21 (stereo unspecified),-3,-131,-6,10,-2,4,2.0,-15,-0.3,i
COc1ccccc1-c1n[nH]c(=S)o1,-10,-6,-4,7,3,6,-0.8,-2,-0.1,i
Cc1ccc(C)c(N(C(=O)c2snc(C(N)=O)c2N)C(C(=O)NCC2CCCO2)c2ccc(C)o2)c1 (stereo unspecified),-10,15,4,-1,-1,-3,0.4,-6,0.0,nt
CC(C)COc1ccc(C(=O)N(Cc2ccco2)C2CCS(=O)(=O)C2)cc1 (stereo unspecified),-5,15,-3,-3,-3,8,-2.0,-1,-0.6,i
Brc1cccc(-c2nnc3sc(CNC4CCCC4)cn23)c1,-5,0,0,3,2,9,0.0,-5,-0.1,i
CCCN(CCC)C(=O)c1ccc2nc(-c3ccc(OC)c(OC)c3)c(-c3ccc(OC)c(OC)c3)nc2c1,-7,10,-2,-8,-1,-14,1.5,-23,-0.6,i
Cc1ccc(CNC(=O)c2ccc3c(=O)c(O)c(-c4ccc(C)cc4)[nH]c3c2)cc1,56*,17,2,19,34,26,-3.9,-3,0.4,i
CCOc1ccc(/C=N/NC(=O)C2(O)c3ccccc3-c3ccccc32)cc1,-5,11,2,2,-5,-3,-0.6,2,0.1,i
O=S(=O)(c1ccc(SCc2ccc(Cl)cc2)nc1)N1CCCC1,-14,-3,3,14,0,15,5.0,-1,-0.1,i
O=C(COC(=O)C1CCC1)NCc1ccccc1,-4,5,0,-1,1,2,0.0,-1,0.1,i
Cc1cc(-c2nnc3n2N=C(c2ccc(-c4ccccc4)cc2)CS3)n[nH]1,9,-6,6,5,-7,27,17,-17,0.1,i

# Screening results as filed in PubChem.
